FBW7 activator = activators of human E3 ligase FBW7; AlphaScreen FBW7–phospho-cyclin E peptide binding, activator screen; normalized activity (activation), % at 26.1 µM; 650,000 tested, 0.13% active; AID 1259310; in the data active means normalized activity above about 1.9%;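 further: purified mutant Fbw7 with reduced substrate affinity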
Target sequence (Q969H0 whole entry, looked up): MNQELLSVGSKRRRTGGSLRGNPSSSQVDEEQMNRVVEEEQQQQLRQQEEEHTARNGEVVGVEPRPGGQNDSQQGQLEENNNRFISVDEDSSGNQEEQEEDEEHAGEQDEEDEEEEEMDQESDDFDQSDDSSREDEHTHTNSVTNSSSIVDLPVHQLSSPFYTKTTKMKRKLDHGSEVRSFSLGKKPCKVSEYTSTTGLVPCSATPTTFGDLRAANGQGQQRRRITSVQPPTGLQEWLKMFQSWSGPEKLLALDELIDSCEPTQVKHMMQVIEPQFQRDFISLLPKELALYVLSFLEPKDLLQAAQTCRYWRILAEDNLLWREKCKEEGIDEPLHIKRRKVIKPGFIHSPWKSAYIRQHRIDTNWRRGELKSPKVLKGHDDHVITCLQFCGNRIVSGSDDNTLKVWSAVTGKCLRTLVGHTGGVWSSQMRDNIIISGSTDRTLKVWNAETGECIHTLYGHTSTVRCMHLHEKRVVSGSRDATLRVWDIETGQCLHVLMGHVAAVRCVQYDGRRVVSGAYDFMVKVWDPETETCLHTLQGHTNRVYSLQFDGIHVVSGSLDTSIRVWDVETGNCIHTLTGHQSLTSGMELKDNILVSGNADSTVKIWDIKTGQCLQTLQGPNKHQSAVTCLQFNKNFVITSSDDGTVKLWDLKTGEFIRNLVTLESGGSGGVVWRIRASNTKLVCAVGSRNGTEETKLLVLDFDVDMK
TEAD-YAP block = TEAD-YAP interaction inhibition. HEK-TIYL cells, TEAD-Gal4/YAP UAS-luciferase luminescence. inhibition, % at 9.12 µM. 640,000 tested, 1.4% active. AID 1259422; in the data active means inhibition above about 32%;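 further: 0% = median of test compound wells and 100% = reference inhibitor wells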
MITF inh = blocks human microphthalmia-associated transcription factor; AlphaScreen MITF homodimerization, bead proximity signal; inhibition, % at 2.6 µM; 650,000 tested, 0.91% active; in the data active means inhibition above about 50%;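 further: 0% = vehicle wells with protein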
GPR151 ag = activates the human receptor GPR151. Q8TDV0. PathHunter beta-arrestin GPR151 cells, luminescence. activation, % at 11.2 µM. 650,000 tested, 1% active. AID 1508602; in the data active means activation above about 4.9%;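 further: 0% = median of compound wells and 100% = cells with positive control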
Target sequence (Q8TDV0 whole entry, looked up): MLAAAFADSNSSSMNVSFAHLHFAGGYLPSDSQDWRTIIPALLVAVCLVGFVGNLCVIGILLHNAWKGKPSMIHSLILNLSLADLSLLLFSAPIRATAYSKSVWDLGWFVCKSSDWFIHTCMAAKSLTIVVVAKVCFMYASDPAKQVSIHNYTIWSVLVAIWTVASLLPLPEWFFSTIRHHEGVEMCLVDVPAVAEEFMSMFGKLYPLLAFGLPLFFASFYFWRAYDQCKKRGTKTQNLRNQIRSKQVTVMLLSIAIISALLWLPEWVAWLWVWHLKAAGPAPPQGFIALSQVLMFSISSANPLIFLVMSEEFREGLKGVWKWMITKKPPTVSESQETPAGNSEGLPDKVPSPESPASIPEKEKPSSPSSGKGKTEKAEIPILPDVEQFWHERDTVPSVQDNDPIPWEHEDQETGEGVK
* marks the source's active call; other numbers are inactive results; x = not tested or not shown.

Sequence of screens – FBW7 activator	MITF inh	GPR151 ag	TEAD-YAP block
- Cc1c(OC(=O)c2ccc([N+](=O)[O-])cc2)c2c(c[n+]1C)COC(C)(C)OC2
→ 0.1	-7	-0.2	-7
- O=C(Nc1ccc([N+](=O)[O-])cc1)Nc1ncn(Cc2ccc(Cl)c(Cl)c2)n1
→ -0.1	22	0.2	-7
- Cc1c(C(=O)OC(C)C)sc(NC(=O)C2CCCCC2)c1C(N)=O
→ 0.0	18	-0.5	-1
- COc1cccc(CNC(=O)Nc2ccc(-c3cnn(C)c3)cc2)c1
→ 1.1	20	0.5	-17
- Cc1cc(NC(=O)c2ccc(S(=O)(=O)N3CCCC3)cc2)n(C)n1
→ 0.2	-8	2.2	-8
- Cn1c(=O)c2c(nc(NCc3ccccc3)n2Cc2cccc(Cl)c2)n(C)c1=O
→ 0.0	6	-0.2	10
- O=C(Nc1c[nH]c(=O)[nH]c1=O)c1ccc2c(c1)C(=O)N(c1ccccc1)C2=O
→ 0.2	10	-1.6	-1
- CN(Cc1ccccc1)S(=O)(=O)c1ccc(NS(=O)(=O)c2ccc(F)cc2)cc1
→ -0.2	-4	2.7	-4
- C=CCn1c(=O)c(C(=O)Nc2cccc(OC)c2)c(O)c2ccccc21
→ 0.1	-17	1.5	-20
- O=C(Nc1nnc(C2CCCCC2)s1)c1ccc2ccccc2c1
→ 0.1	-2	0.7	-2
- CCc1ccc(NC(=O)CSc2nnc(-c3ccco3)o2)cc1
→ -0.2	3	0.1	-10
- COc1ccc(CCNC(=O)c2cc3c(=O)n(C)c4ccccc4c3s2)cc1OC
→ 0.1	-8	0.0	4
- Cc1cccc(OCC(=O)Nc2ccc(-c3ccnc(N)n3)cc2NC(=O)COc2cccc(C)c2)c1
→ 0.0	4	1.4	22
- COc1c(O)ccc(/C=N/NC(=O)c2cncc(Br)c2)c1[N+](=O)[O-]
→ 0.8	6	0.5	-10
- Cc1[nH]c2cccc3c2c1CCN1C(=O)OC(C)(C)C31C (centres undefined)
→ 0.0	7	-1.2	11

Complete entries as entered above. Values in the order: FBW7 activator, MITF inh, GPR151 ag, TEAD-YAP block
CN(Cc1ccccc1)S(=O)(=O)c1ccc(NS(=O)(=O)c2ccc(F)cc2)cc1 is listed as -0.2, -4, 2.7, -4
COc1ccc(CCNC(=O)c2cc3c(=O)n(C)c4ccccc4c3s2)cc1OC is listed as 0.1, -8, 0.0, 4
CCc1ccc(NC(=O)CSc2nnc(-c3ccco3)o2)cc1 is listed as -0.2, 3, 0.1, -10
Cc1cc(NC(=O)c2ccc(S(=O)(=O)N3CCCC3)cc2)n(C)n1 is listed as 0.2, -8, 2.2, -8
C=CCn1c(=O)c(C(=O)Nc2cccc(OC)c2)c(O)c2ccccc21 is listed as 0.1, -17, 1.5, -20

(continued)
Sequence of screens – FBW7 activator	MITF inh	GPR151 ag	TEAD-YAP block
- COc1ccccc1C(=O)Nc1cc(F)ccc1F
→ 0.5	16	-2.2	-20
- COc1ccc(CCNS(=O)(=O)c2cccc3nsnc23)cc1OC
→ 0.1	6	0.1	-13
- CCCCC/C=C\C=C\[C@H](O)C/C=C\C/C=C\CCCC(=O)O
→ x	14	-1.8	x
- COc1ncnc2sc(C(=O)O)c(C)c12
→ -0.1	10	-0.5	12
- O=C(O)c1ccccc1
→ 0.0	-4	-0.2	-1
- COc1cccc(N2C(=O)c3ccc(C(=O)Nc4cccc(O)c4)cc3C2=O)c1
→ 0.8	1	-6.1	5
- COc1ccccc1N1CCN(Cc2nnnn2CS(=O)(=O)c2ccc(C)cc2)CC1
→ 0.6	7	-0.2	-2
- O=C(OCc1ccccc1Cl)c1ccc(-n2cnnc2)cc1
→ 0.1	9	3.2	10
- Cc1cc2c(cc1C)-c1c(sn(-c3ccc(C(C)C)cc3)c1=S)C(C)(C)N2
→ -0.1	-8	2.5	-2
- Cc1cc(-n2c(SCc3ccccc3Cl)nc3ccsc3c2=O)ccc1Cl
→ 0.0	8	0.1	8
- CCN1CCCC1CNC(=O)c1ccc(C)nc1N1CCN(C(=O)c2ccco2)CC1 (centres undefined)
→ 0.6	21	-1.2	1
- CCc1ccccc1NC(=O)c1sc2nc3c(c(-c4ccco4)c2c1N)CCC3
→ 0.4	-3	0.8	5
- COc1ccc(/C=C/C(=O)NCCn2ccc3ccccc32)cc1OC
→ 0.6	-7	-1.0	1
- COc1ccc(N2C(=O)c3ccccc3NC2c2ccc(-c3ccc([N+](=O)[O-])cc3)o2)cc1 (centres undefined)
→ 0.0	-4	-0.4	41*
- CCC[C@@H]1NC(=O)[C@@H]2C[C@H](NC(=O)NC3CCCCC3)CN2C1=O
→ 0.8	11	-0.5	1
- CN(C1CCCCC1)S(=O)(=O)c1ccc(F)c(C(=O)Nc2ccc(C(F)(F)F)cc2)c1
→ 0.9	19	3.2	4
- Cc1nn(-c2ccccc2)c(-n2cccc2)c1C(=O)NCCCN1CCN(C)CC1
→ 0.2	-2	-1.0	3
- CSc1ccc(NC(=O)N[C@H]2C[C@H]3C(=O)N[C@@H](COCc4ccccc4)C(=O)N3C2)cc1
→ -0.2	10	-0.7	-1
- NC1=[N+](CC(=O)c2ccc(Br)cc2)CCC1
→ 0.1	16	-0.9	-48
- Cc1ccc(C2C(C#N)=C(N)Oc3n[nH]c(-c4ccc5c(c4)OCO5)c32)o1 (centres undefined)
→ 0.2	5	0.5	5
- COc1cccc(NC(=O)c2ccc(N3CCN(CCO)CC3)c([N+](=O)[O-])c2)c1
→ -0.1	12	1.5	-16
- N#Cc1ccc(NC(=O)c2ccc(C#N)cc2)cc1
→ 0.0	-2	-0.5	3
- Cc1ccc(S(=O)(=O)NC(=O)N2CCCCCC2)cc1
→ -0.1	2	-0.8	-3
- O=C(Nc1ccc(-c2cn3ccccc3n2)cc1)c1ccc(Br)o1
→ 0.2	11	-2.3	-29
- CCC[C@@H]1NC(=O)[C@H]2CN(Cc3ccccc3OC)CCN2C1=O
→ -0.1	-9	-0.7	0
- Cn1c(=O)[nH]c(=O)c2c1nc(N/N=C/c1ccc(Br)cc1)n2CC(O)CO (centres undefined)
→ 0.0	1	4.5	5
- CC(=O)NC(CC(C)C)c1nnc2n1CCN(CCCc1ccccc1)CC2 (centres undefined)
→ 0.1	-1	-0.6	-4
- CCC(c1nnnn1C(C)(C)C)N(CCCO)Cc1cc2cccc(C)c2[nH]c1=O (centres undefined)
→ -0.2	-10	-0.2	-6
- CNC(=O)C(C)N(c1ccccc1)S(C)(=O)=O (centres undefined)
→ 0.4	12	-0.1	-3
- CCOc1ccccc1-c1noc(-c2ccc(C)cc2)n1
→ 0.1	-5	-0.4	-52
- CCOc1ccccc1C(=O)N(CCC#N)CCC#N
→ 0.0	3	0.7	2
- CC(C)NC(=O)[C@@H]1C[C@H](NC2CCN(C)CC2)CN1Cc1cccc(Cl)c1
→ 0.0	2	0.3	1
- O=C(O)C1C2C=CC3(CN(CC4CCCO4)C(=O)C13)O2 (centres undefined)
→ 0.0	6	-0.8	8
- CN(C)c1nc2cc([N+](=O)[O-])c([N+](=O)[O-])cc2nc1Nc1ccc(Br)cc1
→ 0.2	11	2.7	9
- c1cnc(Nc2nc(NC3CC3)c3[nH]cnc3n2)cn1
→ -0.1	18	3.1	15
- Cc1ccc(Cn2c(Br)nc3c2c(=O)n(C)c(=O)n3C)cc1
→ -0.3	-9	-0.5	-1
- Cc1ccc2oc(-c3cc(NC(=O)c4ccc(Cl)c([N+](=O)[O-])c4)ccc3O)nc2c1
→ -0.3	-5	0.1	0
- O=C(NCCCC1CCCC1)c1cc(COc2cccc3cnccc23)on1
→ 0.3	-3	5.2*	12
- CCN1CCC2(CCN(C(=O)c3cc(COc4cc(C)ccc4C)on3)C2)C1 (centres undefined)
→ -0.1	-1	0.0	2
- COC(=O)c1ccc(/C=N/Nc2nc3nonc3nc2Nc2ccc(Cl)cc2)cc1
→ 1.3	-1	-1.0	-5
- O=C(Nc1cc(F)ccc1F)c1c(O)c2ccccc2[nH]c1=O
→ 0.0	2	-0.4	2
- COc1ccccc1Cn1c(=S)[nH]c2cc(C(=O)N3CCN(c4cccc(Cl)c4)CC3)ccc2c1=O
→ 0.0	5	0.1	-4
- COc1ccc(-c2csc3nc(-c4ccccc4Cl)oc(=O)c23)cc1
→ -0.1	-2	-0.4	-6
- CC1CCCC(Nc2ccc(N3C(=O)CCC3=O)cc2[N+](=O)[O-])C1C (centres undefined)
→ -0.2	3	2.5	-10
- Fc1ccc(CNc2ncnc3nc[nH]c23)cc1
→ 0.2	-8	2.0	-8
- Cn1cnc([N+](=O)[O-])c1Nc1ccccc1O
→ -0.1	0	1.0	-1
- COc1ccc(-c2cn3nc(-c4ccc(Br)cc4)n4c3c2CCCC4)cc1
→ 0.0	23	-1.5	-2
- CCOC(=O)N1CCC(NC(=O)c2ccc3c(c2)nc(C)n3-c2ccc(OCC)cc2)CC1
→ 0.4	13	-0.5	0
- COC(=O)c1ccc(OCC2c3cc(OC)c(OC)cc3CCN2C(=O)/C=C/c2cc(OC)c(OC)c(OC)c2)cc1 (centres undefined)
→ 0.4	17	-0.8	26
- Cc1ccn2c(C(=O)N(C)C(C)C)c(C)nc2c1
→ 0.0	3	0.1	-5
- O=C(Cn1cnc2ccccc2c1=O)NCC(=O)Nc1ccc(F)cc1F
→ -0.1	3	2.0	-8
- Nc1nn(-c2ccc(F)cc2)c2cc(-c3ncn[nH]3)ccc12
→ -0.2	-1	-0.7	-6
- CCCCOC(=O)CSC1=C(C#N)C(c2ccccc2C)CC(=O)N1 (centres undefined)
→ 0.0	3	-0.4	-8
- O=c1c2ccccc2[nH]c(=S)n1-c1ccc(-c2n[nH]c(=S)o2)cc1
→ 0.0	4	2.3	-6
- O=C(NC1=NCCS1)c1cc2c(s1)CCC2
→ 0.0	4	-0.7	-70
- COc1ccc2c(c1)C1=NN(/C(C)=C\C(C)=O)C(c3ccccc3)C1CC2 (centres undefined)
→ 0.0	-7	-0.2	-36
- O=C(c1cc(S(=O)(=O)N2CCCCC2)ccc1Cl)N1CCCCC1
→ 0.1	10	0.0	-1
- Cn1c(=O)c2c(nc(SCC(=O)Nc3ccc4c(c3)OCO4)n2Cc2cccc(Cl)c2)n(C)c1=O
→ -0.1	10	-0.6	2
- CCOc1ccc(NC(=O)CSc2nc3n[nH]c(C)c3c(=N)n2-c2ccc(Br)cc2)cc1
→ -0.1	-8	1.1	18
- CN1C(=N)N(c2nc(N(C)C)nc(N(C)C)n2)CC1=O
→ -0.1	-3	1.4	2

Arranged by SMILES length (ascending): part of the list above
Sequence of screens – FBW7 activator	MITF inh	GPR151 ag	TEAD-YAP block
- Cc1ccn2c(C(=O)N(C)C(C)C)c(C)nc2c1
→ 0.0	3	0.1	-5
- O=C(Cn1cnc2ccccc2c1=O)NCC(=O)Nc1ccc(F)cc1F
→ -0.1	3	2.0	-8
- COc1ccc(-c2cn3nc(-c4ccc(Br)cc4)n4c3c2CCCC4)cc1
→ 0.0	23	-1.5	-2

(cont.)
Sequence of screens – FBW7 activator	MITF inh	GPR151 ag	TEAD-YAP block
- NC(=O)NC(=O)COC(=O)c1ccc2c(c1)C(=O)N(Cc1ccccc1)C2=O
→ 0.3	14	1.7	7
- COc1ccc(N(C(C)C(=O)NCc2ccncc2)S(C)(=O)=O)cc1 (centres undefined)
→ -0.2	-3	-0.1	-6
- COc1ccc(C(=O)NC(C)CCCC(C)(C)O)cc1OC1CCN(C(C)=O)CC1 (centres undefined)
→ -0.1	0	1.7	5
- COc1ccc(C(CC(=O)O)NC(=O)c2cc(OC)c(OC)c(OC)c2)cc1 (centres undefined)
→ 0.2	8	-0.7	10
- Nc1nc2nc(Br)[nH]c2c(=O)[nH]1
→ 0.0	13	0.5	-3
- CCOC(=O)C1C(=O)NC(SCC(=O)Nc2ccccc2)=C(C#N)C1c1ccccc1Cl (centres undefined)
→ -0.2	-5	1.0	9
- CC1Cc2ccccc2N1C(=O)C1CCCN(S(=O)(=O)c2cccc3cccnc23)C1 (centres undefined)
→ 0.1	4	0.4	-5
- O=C(Nc1ccc(O)c(-c2nc3ccccc3o2)c1)c1ccccc1F
→ -0.1	-6	0.1	-3
- COc1cc(/C=c2/sc3nc4cc(C)c(C)cc4n3c2=O)ccc1OCC(=O)Nc1ccc(OC(F)(F)F)cc1
→ -0.1	-8	2.5	-8
- Cc1cc2c(=O)n(Cc3ccco3)c(SCC(=O)NCc3ccco3)nc2s1
→ 0.1	-13	-0.2	1
- N#CCC(=O)N/N=C/c1ccc(OS(=O)(=O)c2ccccc2)cc1
→ 0.2	15	-1.8	7
- Cc1c(Cl)cccc1NC(=O)c1sc2ncn(CC(=O)N3CCOCC3)c(=O)c2c1C
→ 0.0	4	-0.1	2
- Cc1cc(C(=O)Nc2c3c(nn2-c2ccc(F)cc2)CSC3)no1
→ -0.1	0	0.6	2
- COc1ccc(N2CCN(c3ncnc4sc(C(=O)N5CCCCC5C)c(C)c34)CC2)cc1 (centres undefined)
→ 0.1	15	3.4	-10
- COc1cccc(C2CC(c3cccs3)=NN2C(=O)CSc2nc3ccccc3o2)c1OC (centres undefined)
→ -0.1	1	0.0	7
- OCCN1CCN(Cc2ccc(Br)s2)CC1
→ 0.0	59*	-0.5	1
- O=C(c1cccc(F)c1)N(c1cccc(Cl)c1)C1C=CS(=O)(=O)C1 (centres undefined)
→ 0.0	1	0.3	-6
- CC1=NN(c2ccccc2)C(=O)/C1=C\c1cc(C)n(-c2cccc([N+](=O)[O-])c2)c1C
→ 0.2	14	-0.1	9
- Cc1ccc(C2CC(C(F)(F)F)n3nc(C(=O)Nc4ccccc4Cl)cc3N2)cc1 (centres undefined)
→ -0.1	15	1.9	6
- Cc1cccc(N2CCN(S(=O)(=O)CCNC(=O)c3cccs3)CC2)c1
→ -0.1	-5	-1.4	-2
- CC(=O)/C=C/c1oc2ccccc2c1-c1ccc(C)o1
→ -0.1	22	-0.7	17
- N#Cc1cccc(NC(=O)c2cc(-c3ccccn3)nc3ccccc23)c1
→ -0.2	19	2.3	-1
- O=S(=O)(NCc1ccc2c(c1)OCO2)c1ccccc1
→ 0.0	-7	1.5	-8
